# Diaph act CS – counter-screen for diaphorase-based assays: diaphorase activators and chemical reducers | Diaphorase/resazurin coupled assay, resorufin fluorescence, 16 min; hits give high values; 1 = vehicle wells, 0 = NADH-free wells | activation factor at 20 µM | hit rate 0.005% among 190,000;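 active = diaphorase activity raised at least twofold by the compound at 20 µM; inactive = activation factor below 2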
#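 Test system: Clostridium kluyveri diaphorase, purified enzyme. Buffer or medium: 50 mM HEPES pH 7.4 buffer plus MgCl2 and Tween 20. Also added: 0.114 mM NADH and 0.1 mM resazurin, final amounts. Dosing: compound 20 µM once, DMSO 1%. Schedule: 16 min enzyme reaction, ambient temperature. Detection: fluorescence of resorufin, 544 nm excitation, 590 nm emission.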
# PPARg SRC3 recr – promotes SRC-3 coactivator recruitment by human PPARgamma; P37231; activation, % at 8 µM; biochemical PPARgamma/SRC-3 coactivator recruitment assay; hit rate 0.26% among 200,000; AID 731; in the data active = activation above about 23%;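 also: 0% = DMSO and 100% = reference agonist; some compounds past the cut are filed as inactive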
# Target sequence (P37231 whole entry, looked up): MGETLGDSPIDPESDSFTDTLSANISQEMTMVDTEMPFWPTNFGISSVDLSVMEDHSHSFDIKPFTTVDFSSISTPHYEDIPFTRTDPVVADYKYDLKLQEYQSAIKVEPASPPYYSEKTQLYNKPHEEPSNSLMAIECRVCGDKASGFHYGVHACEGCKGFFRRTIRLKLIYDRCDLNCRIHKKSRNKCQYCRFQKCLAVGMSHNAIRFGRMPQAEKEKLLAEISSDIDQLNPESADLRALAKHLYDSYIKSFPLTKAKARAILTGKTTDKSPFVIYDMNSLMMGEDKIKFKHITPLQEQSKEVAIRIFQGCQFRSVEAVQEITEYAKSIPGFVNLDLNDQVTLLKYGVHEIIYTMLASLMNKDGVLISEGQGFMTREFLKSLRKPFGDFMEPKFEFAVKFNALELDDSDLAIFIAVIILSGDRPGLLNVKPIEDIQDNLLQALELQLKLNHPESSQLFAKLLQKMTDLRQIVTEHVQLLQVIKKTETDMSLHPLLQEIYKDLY
# TR-FRET SRC-2 ct – TR-FRET artefact, counter-screen to PPARgamma/SRC-2 agonist assay; hits give high values; hit rate 0.4% among 200,000; TR-FRET ratio at 8 µM; in the data active = TR-FRET ratio above about 2000; also: inactives centre near 1500
# Diaph inh CS – inhibits diaphorase or chemically oxidizes, flagging diaphorase assay artifacts; hit rate 0.69% among 190,000; inhibition, % at 20 µM; AID 1217; diaphorase resazurin-to-resorufin fluorescence, NADH, 16 min; bacterial (C. kluyveri) enzyme, not human;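 active = primary screen inhibition at 20 µM above a set limit, cut at about 50% in these data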;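 also: plate controls were DMSO with full reaction for no effect and wells lacking NADH for full effect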
#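 material = Clostridium kluyveri diaphorase enzyme | amount = 0.14 U/mL diaphorase, enzyme working solution | schedule = incubation 16 min, room temperature | detection = fluorescence of resorufin formed from resazurin, Ex 544/Em 590 nm | benchmarks = positive control minus NADH, DMSO neutral control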
# PPARg SRC-2 ag – promotes SRC-2 coactivator recruitment by human PPARgamma; P37231; PPARgamma LBD-SRC-2 recruitment, biochemical; activation, % at 8 µM; hit rate 0.34% among 200,000; AID 1032; in the data active = activation above about 22%;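 also: 0% = vehicle and 100% = reference agonist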
# PPARg SRC-1 ag – PPARgamma-driven SRC-1 recruitment agonism; hit rate 0.41% among 200,000; PPARgamma-SRC-1 coactivator recruitment biochemical assay; P37231; activation, % at 8 µM; in the data active = activation above about 19%;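 also: 0% = DMSO and 100% = reference agonist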
# PMI activator – activators of human phosphomannose isomerase; P34949; hit rate 0.005% among 190,000; activation factor at 20 µM; purified human PMI, coupled resazurin fluorescence, 20 min; hits give high values; 1 = vehicle control, 0 substrate-free wells; AID 1214;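 active = activation factor of 2 or more at 20 µM, relative to plate controls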
# G6PDH CS – counter-screen for G6PDH assay hits: L. mesenteroides G6PDH inhibition. hit rate 0.12% among 200,000. inhibition, % at 5 µM. AID 1020. Purified L. mesenteroides G6PDH, diaphorase/resazurin coupled fluorescence, 45 min; in the data active = inhibition above about 50%
# ROMK mod – modulates human ROMK potassium channel activity | P48048 | Tet-inducible ROMK, thallium flux fluorescence; actives lie on both sides | B-score at 10 µM | hit rate 2% among 130,000;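 active = signal ratio slope over the read window, or its plate-corrected B-score, at least 3 SD from the plate mean, either direction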;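 also: B-score of the F/F0 ratio slope over 7 to 12 s after thallium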
# PMI act hi M6P – increases human PMI activity with near-saturating mannose 6-phosphate; P34949; coupled PMI enzyme assay, resazurin fluorescence, 20 min; hits give high values; 1 = untreated enzyme, 0 = substrate-free blank; activation factor at 20 µM; hit rate 0.34% among 190,000;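 active = activation factor of 2 or more at 20 µM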
#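 assay system = human phosphomannose isomerase with PGI, G6PDH, diaphorase coupling enzymes | quantity = 15 ng/mL PMI | incubation = enzyme reaction with compound 20 min at room temperature | medium = HEPES pH 7.4 buffer with MgCl2 and Tween-20 | compound dosing = one concentration, 20 µM, in 1% DMSO | measured by = Diaphorase-driven resazurin-to-resorufin fluorescence, excitation 544, emission 590 nm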
# S1P3 antagonist – antagonists of human S1P3 receptor. hit rate 0.27% among 170,000. Q99500. inhibition, % at 4.98 µM. CHO S1P3 NFAT-BLA reporter, FRET fluorescence, antagonist mode;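 active = inhibition above the plate cutoff, the mean inhibition of test wells on that plate plus 3 SD, cut at about 28% in these data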;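 also: cells challenged with S1P at its EC80 of 0.8 µM; blue over green emission ratio from cleaved BLA substrate after 4 h stimulation; 0% = S1P-stimulated wells and 100% = unstimulated DMSO-only wells; some compounds past the cut are filed as inactive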
# Target sequence (Q99500 whole entry, looked up): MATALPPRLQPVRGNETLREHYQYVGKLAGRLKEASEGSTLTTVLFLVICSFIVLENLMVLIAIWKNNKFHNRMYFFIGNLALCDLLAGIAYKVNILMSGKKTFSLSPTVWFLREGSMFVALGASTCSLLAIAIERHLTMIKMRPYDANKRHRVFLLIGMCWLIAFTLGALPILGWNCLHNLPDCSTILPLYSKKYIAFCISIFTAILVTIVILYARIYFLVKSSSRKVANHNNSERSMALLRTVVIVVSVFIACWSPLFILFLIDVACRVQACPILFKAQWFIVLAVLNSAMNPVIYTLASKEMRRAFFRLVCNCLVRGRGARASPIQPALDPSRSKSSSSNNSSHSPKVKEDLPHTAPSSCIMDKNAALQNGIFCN
# The depositor's hits bear a star; · = no result given.
SMILES,Diaph act CS,PPARg SRC3 recr,TR-FRET SRC-2 ct,Diaph inh CS,PPARg SRC-2 ag,PPARg SRC-1 ag,PMI activator,G6PDH CS,ROMK mod,PMI act hi M6P,S1P3 antagonist
CC(=O)c1ccc(S(=O)(=O)N2CCCCC2C(=O)O)cc1 (centres undefined),0.9,-1,1586,13,-3,5,1,8,0.043,0.9,0
COc1cc(/C=N/NC(=O)/C(=C/c2ccccc2)CCO)ccc1O,0.9,5,1660,14,5,-2,0.9,-4,·,0.9,-4
COC(=O)C1=C(C)NC(=O)C1(NS(=O)(=O)c1ccc(NC(C)=O)cc1)C(F)(F)F (centres undefined),0.9,9,1358,9,3,-5,1,20,0.53,1,·
CCn1c(N2CCN(C(=S)NCCc3ccccc3)CC2)nc2ccccc21,0.7,2,1594,26,6,5,0.9,-2,·,0.9,·
Cn1c(SCC(=O)NCCc2ccccc2)nnc1-c1ccncc1,1,0,1502,-1,8,3,1.1,5,·,1.1,-35
O=C(c1ccccc1)c1ccc(OCCn2cnc3ccccc3c2=O)cc1,0.9,4,1495,10,-3,-5,0.8,2,·,0.9,·
O=C(/C=C/c1ccccc1)Nn1c(-c2cccs2)nc2ccccc2c1=O,0.8,4,1423,17,-9,2,1.1,3,-1.4,0.9,6
COCc1nnc(NC(=O)c2ccc(NC(C)=O)cc2)s1,0.9,-3,1602,8,15,-2,1.1,-5,0.43,1.1,-15
COc1cccc(NC(=O)C(Sc2nnc3ccccn23)c2ccccc2)c1 (centres undefined),0.9,4,1720,9,4,3,1,10,0.03,1,-4
Cc1sc(NC(=O)c2ccco2)c(C(c2ccc(F)cc2)N2CCN(C)CC2)c1C (centres undefined),0.9,-4,1592,9,-7,-7,1,1,-1.4,1,-14
CCOC(=O)C1CCCN(c2nc3ccccc3nc2C(C#N)C(=O)OCCOC)C1 (centres undefined),0.8,2,1788,16,0,10,0.9,-20,-1.7,0.9,·
COc1ccc(/C=N/NC(=O)C(=O)N2CCCC2)cc1,1,8,1676,-2,6,5,0.9,14,-0.21,0.8,3
CC1(C)C(=O)Nc2ccccc2N1C(=O)COc1ncnc2ccccc12,0.9,-11,1550,9,-4,-1,1,14,0.22,1,3
COC(=O)C1=C(C)NC(C)=C(C(=O)OC(C)C)C1c1cccc2nonc12 (centres undefined),1,4,1546,1,12,3,0.9,6,·,0.9,-4
O=C(Cn1ncn2c(cc3ccccc32)c1=O)NCCC1=CCCCC1,0.9,-6,1401,7,-2,-6,0.9,10,·,1,-10
CC(=O)c1cccc(S(=O)(=O)Nc2ccc3nc(C)sc3c2)c1,1,-1,1601,3,5,10,1.2,5,0.49,1,-8
CNC(=S)N/N=C/c1cn(CCOc2ccccc2OC)c2ccccc12,0.8,5,1563,20,4,2,0.9,-12,·,0.9,-6
O=S1(=O)CCN=C2SC3=C(CCCC3)N21,0.8,-9,1374,18,0,-5,1,-1,·,0.9,-8
CCOC(=O)C(C(C)C)C(N)Cc1ccc(F)cc1 (centres undefined),1,-4,1496,-3,-6,1,1.2,-1,-0.12,1.3,10
O=C(Nc1ccc(N2CCOCC2)c(Cl)c1)c1ccccc1F,1,9,1647,4,11,3,0.9,3,0.33,1,·

# Shown with bars between the fields: entries from further up.
SMILES | Diaph act CS | PPARg SRC3 recr | TR-FRET SRC-2 ct | Diaph inh CS | PPARg SRC-2 ag | PPARg SRC-1 ag | PMI activator | G6PDH CS | ROMK mod | PMI act hi M6P | S1P3 antagonist
CC(=O)c1ccc(S(=O)(=O)N2CCCCC2C(=O)O)cc1 (centres undefined) | 0.9 | -1 | 1586 | 13 | -3 | 5 | 1 | 8 | 0.043 | 0.9 | 0
COc1cc(/C=N/NC(=O)/C(=C/c2ccccc2)CCO)ccc1O | 0.9 | 5 | 1660 | 14 | 5 | -2 | 0.9 | -4 | · | 0.9 | -4
COC(=O)C1=C(C)NC(=O)C1(NS(=O)(=O)c1ccc(NC(C)=O)cc1)C(F)(F)F (centres undefined) | 0.9 | 9 | 1358 | 9 | 3 | -5 | 1 | 20 | 0.53 | 1 | ·
CCn1c(N2CCN(C(=S)NCCc3ccccc3)CC2)nc2ccccc21 | 0.7 | 2 | 1594 | 26 | 6 | 5 | 0.9 | -2 | · | 0.9 | ·
Cn1c(SCC(=O)NCCc2ccccc2)nnc1-c1ccncc1 | 1 | 0 | 1502 | -1 | 8 | 3 | 1.1 | 5 | · | 1.1 | -35
O=C(c1ccccc1)c1ccc(OCCn2cnc3ccccc3c2=O)cc1 | 0.9 | 4 | 1495 | 10 | -3 | -5 | 0.8 | 2 | · | 0.9 | ·
O=C(/C=C/c1ccccc1)Nn1c(-c2cccs2)nc2ccccc2c1=O | 0.8 | 4 | 1423 | 17 | -9 | 2 | 1.1 | 3 | -1.4 | 0.9 | 6
COCc1nnc(NC(=O)c2ccc(NC(C)=O)cc2)s1 | 0.9 | -3 | 1602 | 8 | 15 | -2 | 1.1 | -5 | 0.43 | 1.1 | -15
COc1cccc(NC(=O)C(Sc2nnc3ccccn23)c2ccccc2)c1 (centres undefined) | 0.9 | 4 | 1720 | 9 | 4 | 3 | 1 | 10 | 0.03 | 1 | -4
Cc1sc(NC(=O)c2ccco2)c(C(c2ccc(F)cc2)N2CCN(C)CC2)c1C (centres undefined) | 0.9 | -4 | 1592 | 9 | -7 | -7 | 1 | 1 | -1.4 | 1 | -14

# (next part)
SMILES,Diaph act CS,PPARg SRC3 recr,TR-FRET SRC-2 ct,Diaph inh CS,PPARg SRC-2 ag,PPARg SRC-1 ag,PMI activator,G6PDH CS,ROMK mod,PMI act hi M6P,S1P3 antagonist
COC(C(=O)Nc1ccc(S(=O)(=O)Nc2cccc3ccccc23)cc1)c1ccccc1 (centres undefined),0.8,-1,1532,16,-8,-4,0.8,13,·,0.9,-25
CCCCOCCCNS(=O)(=O)Cc1ccccc1,0.8,2,1553,19,3,12,0.9,3,0.055,0.9,-12
COCCN(C(=O)COc1ccc(Cl)cc1)c1nnc(-c2cccnc2)s1,1,-5,1553,0,5,-3,1.4,12,·,1.5,·
COc1ccccc1OCc1nc(C#N)c(N2CC(C)CC(C)C2)o1 (centres undefined),0.8,-4,1582,20,-4,-6,0.9,1,·,0.9,-26
COC(=O)/C=C1\C(=O)N(c2nc3ccc(OC)cc3s2)C(=S)N1c1ccc(F)cc1,0.9,0,1369,9,-2,8,0.9,-29,·,0.9,·
CC1CCc2c(sc3nc4n(c(=O)c23)CCS4)C1 (centres undefined),0.9,-3,1479,7,-3,-5,1,4,0.21,1,·
CC(C)C1(C)C(=O)N=C2c3ccccc3C(=O)N21 (centres undefined),1,2,1504,2,-1,0,0.9,3,·,1,6
CCOC(=O)c1sc(NC(=O)CSc2nnc(-c3ccc(OC)cc3)n2CCOC)nc1C,0.9,5,1482,8,-2,2,1,2,·,1,-16
O=C(COC(=O)c1cc(Cl)ccc1[N+](=O)[O-])Nc1cccc2ccccc12,0.9,-1,1462,5,4,-2,1,2,-0.77,1,-19
COc1ccc(Cl)cc1NC(=O)C(C)N(C)Cc1cccc(Cl)c1Cl (centres undefined),0.8,0,1596,25,1,2,0.8,0,·,0.9,7
CC(C)(C)NC(=O)NC(=O)CN1CCCCCCC1,1,0,1765,-2,7,0,1,6,0.61,1,5
COc1ccc(-n2c(SCC(=O)NCc3ccco3)nnc2-c2c[nH]c3ccccc23)cc1,0.9,-4,1571,12,2,8,0.9,-30,·,0.9,·
Clc1ccc(-c2cn(-c3ccccc3)c3[n+]2CCS3)cc1,1,-2,1354,1,-3,0,0.9,7,·,1,-3
COc1ccc(/C=C/C(=O)O)cc1S(=O)(=O)N1CCCCC1,0.8,3,1593,16,4,7,0.9,24,-0.021,0.8,-4
CCOc1ccc(NC(=O)CC2Nc3ccccc3NC2=O)cc1 (centres undefined),0.9,4,1523,11,2,-1,0.9,-1,0.073,0.9,-8
Cc1ccc(-c2nn(-c3cccc(F)c3)cc2CN2CCN(c3ccccn3)CC2)o1,0.7,4,1576,27,2,2,0.9,17,-0.37,0.9,-4
O=C(N/N=C/c1cccc([N+](=O)[O-])c1)c1ccc(CN2CCOCC2)cc1,1,6,1699,0,-3,4,1,-22,-0.59,0.9,-6
COc1cccc(C2=CC(c3cccs3)n3nnnc3N2)c1 (centres undefined),0.8,2,1567,21,5,1,1,-4,-0.067,1,·
Cc1nnnn1CC(=O)Nc1ccccc1[N+](=O)[O-],1.1,4,1474,-6,-1,6,0.9,11,·,1,6
CC(=O)Nc1nc2ccc(-c3nc4ccccc4o3)cc2s1,0.9,3,1531,8,9,7,1,-2,·,1,-18
Cc1c(NC(=O)C2C3C=CC(C3)C2C(=O)O)c(=O)n(-c2ccccc2)n1C (centres undefined),1,3,1496,1,5,-3,1.1,-9,-0.26,1.1,·
Cc1cc(C)n(Cc2ccc(F)cc2)c(=O)c1C#N,1.1,6,1336,-10,-8,0,1,4,0.66,1.1,·
O=C(c1ccco1)N1CCN(c2ccnc3cc(Cl)ccc23)CC1,1,0,1629,4,-2,-5,1,2,0.27,1.1,-1
CCC(=O)Nc1cc2nn(-c3ccccc3)nc2cc1Cl,1.1,-2,1584,-9,0,0,1,18,·,1,-34
Cc1ccc(-n2c(-c3cc(C)n(C)n3)n[nH]c2=S)cc1,0.9,4,1560,11,2,-3,1.1,9,·,0.9,·
CCCCC(=O)Nc1ccc(NC(=O)C2CC2)nc1,1.2,-10,1411,-16,-4,-4,1.2,12,-0.36,1.2,-5
Cc1nc2c(C(=O)NCCC(C)C)c[nH]n2c(=O)c1Cl,0.7,1,1793,28,9,7,1,0,0.82,1,-10
CCCNC(=O)C1CCN(S(=O)(=O)c2cccs2)CC1,1,3,1638,0,-5,-3,1,4,0.48,1,-36
Fc1ccc(F)c(C2=NNC(=Nc3ccccc3F)SC2)c1,0.8,6,1653,19,-4,-1,0.8,6,0.92,0.8,1
Cc1ccc(N=C2NC(=O)/C(=C\c3cccs3)S2)cc1C,1.1,3,1704,-6,4,-4,1,18,0.76,1,-6
N#Cc1nc(N2CCCCC2)nc(N2CCOCC2)n1,0.8,6,1481,20,-9,1,0.8,0,·,0.8,16
COC(=O)c1ccc(CN2C(=O)NC3(CCC(C)CC3)C2=O)cc1 (centres undefined),0.9,-2,1562,9,-6,-3,1.3,6,-0.046,1,1
Nc1c(-c2ccccc2)cnn1-c1cccc([N+](=O)[O-])c1,0.9,6,1521,10,0,-5,1.1,6,·,1.1,·
Cc1ccc(-c2ccc(S(=O)(=O)NCc3ccco3)cc2)cc1,0.7,-1,1600,30,4,8,0.9,20,0.21,0.9,1

# Screening results deposited in PubChem by several laboratories.
